Screens deposited in PubChem by National Center for Advancing Translational Sciences (NCATS).
FH mod: Identification of activators of human fumarate hydratase by quantitative high-throughput screening; Fumarate hydratase, mitochondrial (Homo sapiens), P07954; FH coupled MDH/diaphorase resazurin fluorescence, 15 min; Potency, µM (highest dose often 79.9 µM), for inactives: at the highest dose activity change, negative = inhibition, actives largely listed as inhibitors; 54,000 tested, 0.22% active; also: potency is read from the fitted curve at half-maximal effect; % is scaled to controls: 0 for no effect and ±100 for the full control effect; the screen sought activators but most active calls are inhibition curves; nearly all actives have a fitted effect of over 45% in size
p53null 39C kill: p53 null cell cytotoxicity, nonpermissive temperature; H1299 p53-null (neo) cells, 39C, ATPlite viability, 24 h; Potency, µM (titrated, usually from 46.1 µM), inactives show at the highest dose activity, negative = cell killing, actives largely listed as cytotoxic; 55,000 tested, 0.97% active; AID 904;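 also: potency is read from the fitted curve at half-maximal effect; 0% = DMSO only and -100% = full killing by 100 µM tamoxifen; nearly all actives have a fitted effect of over 50% in size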
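Concentration-response (up to 46 uM) was run for 24 h at the nonpermissive 39C on H1299-p53A138V or H1299-neo cells. ATP content was measured with ATPlite luminescence. AC50 values were Hill-modeled after normalizing between DMSO and 100 uM tamoxifen killing.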
GALK inhibitor: GALK (human) enzyme inhibition; recombinant GALK, Kinase-Glo ATP luminescence, 1 h; 44,000 tested, under 10 active; P51570; Potency, µM (top dose mostly 57.5 µM), inactives show top-dose activity, negative = inhibition, hits mostly inhibitors;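 also: plate controls were full GALK reaction for no effect and reaction lacking GALK for full effect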
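Luminescent ATP-depletion readout (Kinase-Glo Plus) after 1 h room-temperature incubation of human GALK (5 nM) with galactose 100 µM and ATP 35 µM, pH 8.0 HEPES/Mg2+ buffer; compounds tested in qHTS format.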
NTMT1 inh: blocks human N-terminal methyltransferase 1 activity | Q9BV86 | NTMT1 MTase-Glo SAH luminescence, purified enzyme | Potency, µM (titrated, usually from 114 µM), for the others: at the highest dose activity change, negative = inhibition, hits mostly inhibitors | 59,000 tested, 2.5% active | AID 1645870;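 also: potency is read from the fitted curve at half-maximal effect; plate controls were DMSO vehicle for no effect and no enzyme for full effect; nearly all actives have a fitted effect of over 65% in size; many of its hits are not listed in these tables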
Target sequence (Q9BV86 whole entry, looked up): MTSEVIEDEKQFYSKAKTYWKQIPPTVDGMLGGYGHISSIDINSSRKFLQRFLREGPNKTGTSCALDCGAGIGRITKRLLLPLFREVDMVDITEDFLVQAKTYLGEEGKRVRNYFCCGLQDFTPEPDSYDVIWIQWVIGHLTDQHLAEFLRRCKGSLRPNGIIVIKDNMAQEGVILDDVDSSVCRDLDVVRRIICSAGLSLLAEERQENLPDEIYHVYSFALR
p53null 32C kill: p53 null cell cytotoxicity, permissive temperature. Potency, µM (top dose mostly 46.1 µM), for the others: at the highest dose activity change, negative = cytotoxicity, hits mostly cytotoxic. 55,000 tested, 0.62% active. AID 903. H1299-neo p53 null cells, ATP luminescence, 24 h, 32C;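 also: potency is read from the fitted curve at half-maximal effect; 0% = DMSO only and -100% = full killing by 100 µM tamoxifen; nearly all actives have a fitted effect of over 55% in size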
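Cells lacking p53 (H1299-neo) are plated at 600 per well and allowed to settle overnight at 37C. Test compounds (up to 46 uM) are added and held 24 hours at 32C, then ATP is quantified by luminescence.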
B2AR arrestin ag: beta-arrestin recruitment by human beta2-adrenergic receptor ligands; P07550; HTLA Tango cells, beta-arrestin recruitment, luciferase luminescence, 18 h; Potency, µM (highest dose often 46.1 µM), without a hit: top-dose activation, usual class: activators; 44,000 tested, under 10 active;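 also: potency is read from the fitted curve at half-maximal effect; 0% = DMSO and full agonism = EC100 isoproterenol or metaproterenol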
Target sequence (P07550 whole entry, looked up): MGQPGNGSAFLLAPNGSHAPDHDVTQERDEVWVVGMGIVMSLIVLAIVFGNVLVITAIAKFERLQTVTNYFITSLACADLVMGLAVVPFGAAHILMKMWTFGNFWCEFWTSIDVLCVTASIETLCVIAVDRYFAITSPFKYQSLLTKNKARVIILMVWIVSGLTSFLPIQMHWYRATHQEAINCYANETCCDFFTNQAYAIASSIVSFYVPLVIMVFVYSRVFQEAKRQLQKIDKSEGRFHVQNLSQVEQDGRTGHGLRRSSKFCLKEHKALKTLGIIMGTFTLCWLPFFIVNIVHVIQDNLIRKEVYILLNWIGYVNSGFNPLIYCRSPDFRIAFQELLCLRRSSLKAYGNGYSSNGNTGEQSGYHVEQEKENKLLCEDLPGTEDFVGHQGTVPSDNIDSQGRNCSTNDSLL
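Ligand-induced beta-arrestin recruitment to recombinant beta2-AR is measured via a tTA-driven luciferase reporter in Tango cells after 18 hr compound exposure at 37 degrees C. Concentrations span up to 46 microM.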
PTAP-TSG101 blk: TSG101-PTAP interaction inhibition, HIV-1 budding; AID 1347069; Fluorescence polarization, FITC-PTAP peptide/Tsg101, 20 min; Potency, µM (doses to about 115 µM), without a hit: top-dose activity change, negative = inhibition, hits mostly inhibitors; 44,000 tested, under 10 active; Q99816; also: potency is read from the fitted curve at half-maximal effect; 0% is about no effect
Target sequence (Q99816 whole entry, looked up): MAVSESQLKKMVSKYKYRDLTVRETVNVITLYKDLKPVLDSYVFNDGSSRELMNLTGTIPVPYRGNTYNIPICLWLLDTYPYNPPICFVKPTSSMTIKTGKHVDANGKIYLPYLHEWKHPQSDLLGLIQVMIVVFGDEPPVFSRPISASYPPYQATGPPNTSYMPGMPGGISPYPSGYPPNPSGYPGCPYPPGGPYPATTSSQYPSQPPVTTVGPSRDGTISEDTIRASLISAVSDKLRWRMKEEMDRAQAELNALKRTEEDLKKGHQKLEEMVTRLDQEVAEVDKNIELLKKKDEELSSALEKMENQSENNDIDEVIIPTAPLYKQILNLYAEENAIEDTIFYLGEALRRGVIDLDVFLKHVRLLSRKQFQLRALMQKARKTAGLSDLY
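Read-out is FITC fluorescence polarization. Compounds were added to Tsg101 binding domain (10 uM final), then FITC-PTAP peptide (50 nM final), 20 min at r.t. Total S+P intensity flags fluorescent compounds.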
* = called active by the depositor; ? = inconclusive; & = joins results of further samples; [ ] = remark or other dose. Calls follow the shape of the dose curve; as a rule, active = well fitted curve in the direction sought with a large enough effect; inconclusive = small, poorly fitted or top-dose-only effect, or another doubt; inactive = no such curve, though single readings can be large; an effect the other way counts as inactive or inconclusive.

SMILES | FH mod | p53null 39C kill | GALK inhibitor | NTMT1 inh | p53null 32C kill | B2AR arrestin ag | PTAP-TSG101 blk
COc1ccccc1CNC(=O)CN1N=C(c2ccccc2)CCC1=O | -16% | 12% | -1% | -3% | -8% | 2% | -6%
CCOC(=O)CSc1nc2ccccc2c(=O)n1-c1cccc(C)c1 | -1% | 8% | 1% | 1% | -3% | -2% | -7%
Cc1cc(C)c2c(CC(=O)Nc3ccccc3C(F)(F)F)coc2c1 | 3% | 2% | -12% | -6% | -3% | -1% | -1%
Cc1cc2c(cc1S(=O)(=O)CCC(=O)N(C)C1CCCCC1)OCC(=O)N2 | 5% | 36%[activator] | 0% | -13% | 19% | 0% | 0%
O=C(Nc1ccc(Cl)c(-c2nc3cc(Cl)ccc3o2)c1)c1cc([N+](=O)[O-])ccc1N1CCOCC1 | -5% | -4% | 0% | 0% | 6%[9.22 µM] | 0% | -5%
CC(=O)Nc1ccc(NC(=O)C(Cc2ccccc2)NS(=O)(=O)c2ccc3c(c2)oc(=O)n3C)cc1 (configuration not stated) | 25% | -14% | 6% | 9% | -2% | 0% | 1%
O=C(Nc1cccc(-c2nc3cc(Cl)ccc3o2)c1)c1cc([N+](=O)[O-])ccc1N1CCOCC1 | -14% | -9% | -2% | -3% | 14% | 0% | 6%
Cc1cc(Nc2ccccc2F)n2nc(Cc3ccc(Cl)cc3)nc2n1 | 2% | -26% | 0% | -5% | -1% | 1% | -3%
Cc1c(-c2nsc(NC(=O)c3cccs3)n2)nnn1-c1ccc(F)cc1 | 12% | -22% | -1% | 14% | -10% | 0% | 5%
COc1ccc(F)cc1S(=O)(=O)NCCc1csc(-c2ccc(Cl)cc2)n1 | ? | 20µM* | -2% | 8% | 21% | 0% | 1%
O=c1c2sccc2n(Cc2cc(=O)n3cc(Cl)ccc3n2)c(=O)n1-c1ccccc1 | -15% | -5% | 6% | 6% | -1% | -2% | -3%
COc1cc2ccccc2cc1C(=O)Nc1cccc(-c2nc3ccccc3o2)c1 | -7% | 2% | -1% | -2% | -8% | 0% | 15%
COc1ccc(N(C(=O)c2ccc(OC)c(OC)c2)S(=O)(=O)c2ccc(Cl)cc2)cc1 | -2% | 14% | -4% | -12% | 48%[activator] | 0% | 48%[activator]
COc1ccc(NS(=O)(=O)c2cc(Br)cc3c2N(C(=O)C2CC2)CC3)cc1OC | 4% | 13% | 2% | ? | -20% | -1% | -7%
CCOc1ccc(CNC(=O)CCS(=O)(=O)c2cc3c(cc2Cl)NC(=O)CO3)cc1OC | -13% | -11% | 2% | -1% | -6% | 1% | 0%
Cc1cc(NS(=O)(=O)c2ccc(NC(=O)COc3ccc(Br)cc3C)cc2)no1 | 26% | -9% | 0% | 0% | -7% | 1% | -11%
COc1cccc(Oc2nc(C)nc3c2oc2ccccc23)c1 | -13% | 12% | 2% | -11% | 6% | -3% | -2%
CC(=O)C1=C(c2ccc(Br)cc2)N(C(C)=O)n2c(nnc2C2CCCCC2)S1 | -6% | -3% | -2% | 1% | 1% | -4% | -1%
COc1ccc(CC(=O)Nc2cc(-c3cn4cccnc4n3)ccc2C)cc1OC | -17% | 5% | -1% | -7% | 5% | 0% | 1%
CCOc1ccccc1NC(=O)C(CC(C)C)NS(=O)(=O)c1ccc2c(c1)CCN2C(C)=O (configuration not stated) | 0% | -4% | 0% | 3% | 7% | 1% | 4%
COc1cc(C(=O)NCc2ccc3c(c2)CCN3C(=O)c2ccc(Cl)cc2)cc(OC)c1OC | -9% | -2% | 2% | 11% | -9% | 0% | -12%
COc1cc(CN2CCN(S(=O)(=O)c3ccc(NC(C)=O)cc3)CC2)cc(OC)c1OC | -10% | 9% | 4% | -19% | -1% | 1% | 1%
CCCN(CCC)C(=O)Cn1c(=O)n(CCCCCC(=O)Nc2ccccc2)c(=O)c2sccc21 | -21% | -8% | 7% | 0% | 3%&-12% | -1% | 0%
Cc1ccc2nc(-c3ccc(NC(=O)COc4ccccc4C(C)(C)C)cc3)sc2c1 | -5% | -21% | 1% | 3% | -18% | -1% | 4%
CC(=O)c1cccc(NC(=O)CCS(=O)(=O)c2ccc3c(c2)n(C)c(=O)c(=O)n3C)c1 | -1% | 5% | -4% | -3% | -2% | -3% | -9%

Quoted at random: five compounds from above
SMILES | FH mod | p53null 39C kill | GALK inhibitor | NTMT1 inh | p53null 32C kill | B2AR arrestin ag | PTAP-TSG101 blk
Cc1cc(NS(=O)(=O)c2ccc(NC(=O)COc3ccc(Br)cc3C)cc2)no1 | 26% | -9% | 0% | 0% | -7% | 1% | -11%
COc1cc2ccccc2cc1C(=O)Nc1cccc(-c2nc3ccccc3o2)c1 | -7% | 2% | -1% | -2% | -8% | 0% | 15%
COc1ccccc1CNC(=O)CN1N=C(c2ccccc2)CCC1=O | -16% | 12% | -1% | -3% | -8% | 2% | -6%
COc1cccc(Oc2nc(C)nc3c2oc2ccccc23)c1 | -13% | 12% | 2% | -11% | 6% | -3% | -2%
Cc1ccc2nc(-c3ccc(NC(=O)COc4ccccc4C(C)(C)C)cc3)sc2c1 | -5% | -21% | 1% | 3% | -18% | -1% | 4%

Molecules above containing a thiophene ring, fused or not, in the order listed:
SMILES | FH mod | p53null 39C kill | GALK inhibitor | NTMT1 inh | p53null 32C kill | B2AR arrestin ag | PTAP-TSG101 blk
Cc1c(-c2nsc(NC(=O)c3cccs3)n2)nnn1-c1ccc(F)cc1 | 12% | -22% | -1% | 14% | -10% | 0% | 5%
O=c1c2sccc2n(Cc2cc(=O)n3cc(Cl)ccc3n2)c(=O)n1-c1ccccc1 | -15% | -5% | 6% | 6% | -1% | -2% | -3%
CCCN(CCC)C(=O)Cn1c(=O)n(CCCCCC(=O)Nc2ccccc2)c(=O)c2sccc21 | -21% | -8% | 7% | 0% | 3%&-12% | -1% | 0%

New compounds follow
SMILES | FH mod | p53null 39C kill | GALK inhibitor | NTMT1 inh | p53null 32C kill | B2AR arrestin ag | PTAP-TSG101 blk
CCCCOc1ccc(C2=NC(c3cccs3)=Nc3ccc(CC)cc3N2)cc1 | ? | -15% | 0% | 18% | 9% | -1% | -6%
O=C(Nc1ccccc1Br)C1CCCN(S(=O)(=O)c2cccc3nsnc23)C1 (configuration not stated) | -7% | -5% | -1% | -1% | -3% | 1% | -4%
COc1ccc(S(=O)(=O)c2c(SC)nn(Cc3ccccc3C)c2NC(C)=O)cc1 | 1% | 1% | 1% | 4% | -3% | 0% | -1%
COc1ccccc1N1CCN(c2ccc(=O)n(CC(=O)Nc3cc(F)ccc3C)n2)CC1 | -8% | -6% | 0% | 1% | -2% | 0% | -5%
CCOC(=O)Cn1c(=O)oc2cc(S(=O)(=O)N3CCC(C(=O)OCC)CC3)ccc21 | 0% | -17% | 9% | -18% | -1% | 0% | -3%
CC(=O)c1ccc(NC(=O)c2ccc3c(c2)N(Cc2cccc(Cl)c2)C(=O)c2ccccc2S3(=O)=O)cc1 | -11% | -2% | 7% | 11% | ? | 1% | 2%
Cc1cccc(N(C)S(=O)(=O)c2cc3c(cc2Cl)NC(=O)CO3)c1 | -12% | -27% | 0% | ? | -4% | 0% | -3%
Cc1ccc(-n2ncc3c(Nc4cccc(C(=O)O)c4)ncnc32)cc1 | -2% | -7% | -4% | -4% | -18% | 1% | -9%
Cc1ccc(S(=O)(=O)N2CCc3cc(C(=O)Nc4ccc(C(F)(F)F)cc4)ccc32)cc1 | -22% | -15% | -3% | 30%[activator] | 8% | -1% | -1%
Cc1ccc(C(=O)c2cn(Cc3ccccc3F)c3cc4c(cc3c2=O)OCCO4)cc1 | -13% | -13% | -1% | 3% | -7% | 0% | 0%
CCCC1=Nc2cc(C(=O)NCCc3ccccc3)ccc2Sc2ccc(C)cc21 | -18% | 21% | 4% | 10% | 33%[activator] | 0% | 9%
COc1ccc(NC(=O)Cn2c(SCc3cccc(Cl)c3)nc3ccncc32)c(OC)c1OC | -17% | -11% | -2% | 0% | 4% | -3% | -1%
Cc1nc(N2CCCC2)c2c(C(=O)Nc3ccc(C)c(Cl)c3)c(C)oc2n1 | -14% | -21% | 3% | 15% | 0% | 1% | 2%
CCOC(=O)c1ccc(NS(=O)(=O)c2cc(-c3onc(C)c3C)ccc2C)cc1 | -4% | -4% | -1% | 4% | 1% | 1% | -5%
CCOc1ccc(CCNC(=O)Cn2ncc3c(=O)oc4ccc(C)cc4c32)cc1 | 3% | 5% | -1% | -6% | 1% | 1% | 2%
CCC(=O)C1=C(c2cccc(OC)c2)N(C(=O)CC)n2c(nnc2C2CCCCC2)S1 | -15% | -8% | 0% | 11% | 58%[activator] | -2% | 3%
Cc1ccc(NC(=O)c2cc(-c3cccs3)nc3ccccc23)c(C)c1 | 3% | -14% | 3% | 9% | 4% | 1% | 0%
CC(=O)Nc1ccc(C)cc1-c1nc2ccccc2n(CC(=O)c2ccc(C)c(C)c2)c1=O | 9% | 39%[activator] | 2% | -30% | -1% | 1% | -13%
COc1ccc(-c2cc(C(F)(F)F)n3nc(C(=O)Nc4ccccc4SC)cc3n2)cc1OC | -1% | -24% | 1% | ? | -5% | 0% | 8%
Cc1ccccc1C(=O)Nc1nnc2n1CCS2 | 22% | -9% | 1% | 6% | -6% | 1% | -11%
Cc1ccc(-c2noc(-c3ccc(NCC4CCCO4)c([N+](=O)[O-])c3)n2)cc1 (configuration not stated) | -1% | -2% | -9% | 24% | -23% | -4% | 1%
CCCN(C(=O)Cn1cnc2onc(-c3ccc(F)cc3)c2c1=O)c1cccc(Cl)c1 | -4% | -5% | -1% | 16% | 4% | -1% | -3%
COc1ccc(CNC(=O)C(=O)Nc2ccc(OC)cc2OC)cc1 | -1% | -13% | 1% | ? | -2% | 0% | 2%
COc1ccc(CNC(=O)c2ccc3c(c2)nc2n3CCCCC2)c(OC)c1 | 11% | -21% | -1% | -2% | -9% | 0% | -8%
Cc1ccc2[nH]c3c(=O)n(CC(=O)NC(C)C)ncc3c2c1 | 6% | -9% | 1% | 9% | -2% | 1% | -6%
CCOC(=O)C1=C(CN2CCN(c3cccc(OC)c3)CC2)NC(=O)NC1c1ccc(OC)cc1 (configuration not stated) | -28% | -14% | -3% | 12% | -5% | 0% | -1%
CN1C(=O)Cc2cc(S(=O)(=O)N3CCN(c4ccc(Cl)cc4)CC3)ccc21 | -8% | -6% | -3% | 4% | 4% | 0% | 0%
CCOc1ccc(-n2c(=O)c3c4c(sc3n(CC(=O)Nc3cccc(C(F)(F)F)c3)c2=O)CCCCC4)cc1 | ? | 30% | 8% | 0% | 3% | 1% | -1%

Rewritten as tab-separated lines: 2 of the compounds above
compound	FH mod	p53null 39C kill	GALK inhibitor	NTMT1 inh	p53null 32C kill	B2AR arrestin ag	PTAP-TSG101 blk
CC(=O)c1ccc(NC(=O)c2ccc3c(c2)N(Cc2cccc(Cl)c2)C(=O)c2ccccc2S3(=O)=O)cc1	-11%	-2%	7%	11%	?	1%	2%
COc1ccc(CNC(=O)c2ccc3c(c2)nc2n3CCCCC2)c(OC)c1	11%	-21%	-1%	-2%	-9%	0%	-8%

An excerpt. The share of hits here may be higher or lower than overall.
